Screens: PubChem, several laboratories
Shn3 3UTR inh = Schnurri-3 reporter inhibition in Clone20 osteoblasts. Clone20 osteoblast Shn3 3'UTR firefly luciferase, 24 h. 360,000 tested, 0.52% active. inhibition, % at 12.5 µM;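 active = mean inhibition of at least 75% with every replicate also reaching 75%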;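 note: 0% = median of neutral control wells and 100% = pilot-screen positive control compound; some compounds past the cut are filed as inactive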
PDI inh = inhibitors of human protein disulfide isomerase. P07237. PDI insulin aggregation turbidity, A650, 90 min. inhibition, % at 10 µM. 350,000 tested, 0.052% active;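 active = mean inhibition across replicates of 30% or more, whatever share of single replicates reach that level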;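 note: absorbance from insulin aggregation driven by PDI reduction with DTT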
Target sequence (P07237 whole entry, looked up): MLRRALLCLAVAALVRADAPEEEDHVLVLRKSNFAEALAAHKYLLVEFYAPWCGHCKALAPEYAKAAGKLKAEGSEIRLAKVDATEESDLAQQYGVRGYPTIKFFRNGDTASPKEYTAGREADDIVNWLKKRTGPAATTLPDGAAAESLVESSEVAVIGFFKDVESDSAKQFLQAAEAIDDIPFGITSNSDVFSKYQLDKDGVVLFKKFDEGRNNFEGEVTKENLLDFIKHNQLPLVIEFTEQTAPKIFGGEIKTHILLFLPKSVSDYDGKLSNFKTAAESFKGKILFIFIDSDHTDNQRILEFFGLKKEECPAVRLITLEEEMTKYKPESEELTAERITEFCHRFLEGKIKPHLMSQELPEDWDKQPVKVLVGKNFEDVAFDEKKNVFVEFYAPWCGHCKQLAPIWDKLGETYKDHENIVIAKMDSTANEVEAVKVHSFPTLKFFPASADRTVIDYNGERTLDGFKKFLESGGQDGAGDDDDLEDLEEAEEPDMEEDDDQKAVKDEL
H9c2 protect = modulators protecting cardiomyocytes from myocardial damage | protection from H2O2 cell death, % at 20 µM | 360,000 tested, 0.63% active | H9c2 cardiomyocytes, H2O2 injury protection, ATPLite, 2 h;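 active = compounds giving at least 50% protection of heart cells from peroxide-induced death in the single-dose screen, raw or plate-pattern-corrected value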;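 note: 0% = DMSO wells with peroxide and 100% = DMSO wells without peroxide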
MITF TRPM1 inh = inhibitors of MITF-driven TRPM1 promoter in melanoma cells | SK-MEL-5 TRPM1 promoter luciferase, 24 h | inhibition, % at 12.5 µM | 330,000 tested, 0.83% active | AID 488899;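 active = mean inhibition across replicates of 60% or more, whatever share of single replicates reaches that level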; note: values of inactives mirror those of a sister screen read the other way
CaV13 FRET inh = Primary screen for inhibitors of IQ motif and Ca2+-dependent inactivation inhibitor domain binding in CACNA1D, Förster resonance energy transfer in living cells, …; HEK cells, CFP/YFP FRET ICDI-IQ, plate reader, 10 min; percent FRET-ratio fall versus neutral wells; inhibition, % at 12.3 µM; 340,000 tested, 0.098% active; AID 743397;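 active = mean replicate inhibition of at least 30% and at least 1% of replicates passing that level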;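 note: 0% = median of the neutral control wells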
HTR2A ag = mouse HTR2A agonism via beta-arrestin recruitment | activation, % at 7.6 µM | AID 624169 | CHO-K1 mHTR2A beta-arrestin complementation, luminescence; percent of 30 µM serotonin response | 360,000 tested, 0.66% active | P35363;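 active = activation above a run cutoff, the mean activation of all tested compounds plus 3 SD, cut at about 14% in these data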;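 note: 0% = plate median of compound wells and 100% = 30 µM serotonin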
Target sequence (P35363 whole entry, looked up): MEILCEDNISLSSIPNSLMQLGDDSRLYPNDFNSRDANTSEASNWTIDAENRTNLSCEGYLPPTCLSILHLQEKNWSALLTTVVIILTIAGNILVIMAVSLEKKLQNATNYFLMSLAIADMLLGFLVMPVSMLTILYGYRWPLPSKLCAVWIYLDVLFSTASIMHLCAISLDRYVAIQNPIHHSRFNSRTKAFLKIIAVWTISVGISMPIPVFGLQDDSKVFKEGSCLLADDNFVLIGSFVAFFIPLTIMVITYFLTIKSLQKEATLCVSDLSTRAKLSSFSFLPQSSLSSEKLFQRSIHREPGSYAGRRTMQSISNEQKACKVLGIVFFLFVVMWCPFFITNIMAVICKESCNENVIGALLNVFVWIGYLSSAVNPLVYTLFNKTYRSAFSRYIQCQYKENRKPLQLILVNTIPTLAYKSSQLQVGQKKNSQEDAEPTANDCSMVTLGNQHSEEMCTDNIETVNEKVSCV
NR2E3 ag-1 = agonists of human NR2E3 nuclear receptor. CHO-S Gal4-NCOR/VP16-NR2E3 two-hybrid, luciferase. inhibition of corepressor binding, % at 3.98 µM. AID 602229. Q9Y5X4. 360,000 tested, 0.35% active;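 active = inhibition above the mean of all tested compounds plus 3 SD, cut at about 70% in these data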;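 note: 0% = DMSO with NR2E3 transfected cells and 100% = cells lacking NR2E3 construct; higher means lower luciferase signal from less NR2E3 corepressor binding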
HIF-2a inh = HIF-2a inhibition; 360,000 tested, 0.72% active; AID 624352; 786-0 RCC cells HIF-2a reporter, luciferase luminescence, overnight; inhibition, % at 18.8 µM;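 active = inhibition of the luminescence signal of 40% or more relative to plate controls, in a single-dose primary screen at 18.75 µM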
hiPSC survival = enhancers of human iPSC single-cell survival. AID 602274. survival enhancement, % at 20 µM. 360,000 tested, 0.044% active. hiPSC single-cell survival, ATPlite luminescence; 100% = ROCK inhibitor wells, 0% = DMSO; in the data active = survival enhancement above about 18%;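 note: cells exposed to compounds for 16 hours before the ATP read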
Peg3 prom inh = Peg3 promoter activity inhibition; 360,000 tested, 1.7% active; inhibition, % at 20 µM; AID 588405; HeLa PEG-Prom luciferase reporter, luminescence, overnight;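 active = inhibition of at least 50% at 20 µM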
NR2E3 ag-2 = NR2E3 (human) agonism | Q9Y5X4 | GST-NR2E3/biotin-RetCOR TR-FRET, 1536-well | inhibition of corepressor binding, % at 4.78 µM | 320,000 tested, 0.12% active | AID 2300;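 active = percent inhibition above the cutoff of mean plus 3 SD of all tested compounds, set per screening campaign, cut at about 20% in these data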;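 note: 0% = DMSO wells and 100% = biotin wells as full block of FRET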
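Material: NR2E3–RetCOR corepressor complex | Quantity: 1.35 nM GST-tagged NR2E3 final | Schedule: 5 h at 4 °C | Replication: Singlicate compound wells | Reagent: RetCOR corepressor, biotinylated, 7 nM | Controls: Biotin wells as high control, 0.6% DMSO wells as low control | Signal: TR-FRET, Eu(K)-anti-GST donor, streptavidin-D2 acceptor, ex 340, em 617/671 nm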
* = called active by the depositor; · = not tested or not shown.

Second line of a record – Shn3 3UTR inh	PDI inh	H9c2 protect	MITF TRPM1 inh	CaV13 FRET inh	HTR2A ag	NR2E3 ag-1	HIF-2a inh	hiPSC survival	Peg3 prom inh	NR2E3 ag-2
O=C(c1ccco1)N1N=C(c2ccc(Br)cc2)CC1(O)C(F)(F)F (stereo not drawn)
→ 4	-3	5	-6	-5	-3	14	-10	-0.7	12	10
O=C(CCCC(=O)N(CC(=O)NC1CCCC1)Cc1ccc2c(c1)OCO2)Nc1ccccn1
→ -10	7	5	-3	-6	3	11	5	-0.4	12	0
Cc1ccccc1Nc1nc(N)nc(CSc2nnc(-c3ccccc3)n2C)n1
→ 6	0	3	5	·	-8	-17	-43	-1.5	-21	-1
C[C@@H]1CN([C@H](C)CO)C(=O)Cc2cc(NS(=O)(=O)c3cn(C)cn3)ccc2O[C@H]1CN(C)S(=O)(=O)c1ccc(Cl)cc1
→ -3	7	12	4	-4	3	16	-1	-0.6	-3	·
CCOC(=O)C1CCN(C(=O)Nc2ccc3nccnc3c2)CC1
→ 6	6	6	1	·	1	-7	-26	-2.9	-1	1
COc1cccc(C2CC(c3ccc(C)cc3)n3ncnc3N2)c1 (stereo not drawn)
→ -13	·	8	-1	-2	-2	-15	14	-1.3	-3	-1
[O-][n+]1c2c(nn1-c1ccccc1Cl)-c1nonc1CC2
→ -16	-1	0	7	-9	4	5	-1	6.6	14	3
Cc1cnc(C(=O)OC(C(=O)Nc2cc(C(F)(F)F)ccc2Cl)c2ccccc2)cn1 (stereo not drawn)
→ 6	-3	-5	1	-11	0	-5	-20	0.3	1	0
Cc1cc(C)cc(C(=O)NCCn2cc(SCC(=O)N3CCOCC3)c3ccccc32)c1
→ -83	·	7	-3	-9	4	-23	5	-0.4	17	-3
CNc1nc(OCC(F)(F)F)nc(OCC(F)(F)F)n1
→ 15	4	1	1	-2	4	-1	5	1.4	-11	-3
O=C(O)c1cc(S(=O)(=O)N2CCN(C(=O)c3ccco3)CC2)c(Cl)cc1Cl
→ 0	-3	0	·	-3	-6	17	0	0.6	-10	2
NC(=O)c1ccc(-n2nnnc2SCC(=O)Nc2ccc(N3CCOCC3)c(Cl)c2)cc1
→ 20	3	4	7	·	-1	28	12	0.6	-9	0
Cc1c(O)cc2n(c1=O)-c1ccc(Cl)cc1C2(C)C
→ 12	3	1	7	-4	-1	-9	4	2.4	11	4
C=CCn1c(C)cc(C(=O)CSc2ccc(NC(C)=O)cc2)c1C
→ -14	-5	-6	-23	·	0	-25	50*	0.7	-94	3
CCCc1[nH]nc2c1C1(C(=O)N(CC)c3ccccc31)C(C#N)=C(N)O2 (stereo not drawn)
→ -7	3	-4	5	-7	3	-3	18	-2.4	7	8
CCn1c(N)c(C(=O)NCCCOC)sc1=S
→ -11	6	2	7	·	3	-4	14	3.4	-8	3
CCc1ccccc1NS(=O)(=O)c1ccc(SC)cc1
→ 20	4	-3	6	-5	-9	-3	14	-0.6	16	0
C=C1C[C@@H]2C[C@@H]2CN(S(=O)(=O)c2ccc(C)cc2)[C@@H]1COCc1ccccc1
→ ·	·	·	·	-8	-4	-3	9	-0.1	·	·
COc1ccc(N(C)S(=O)(=O)c2cccc(C(=O)NC3CCCCCC3)c2)cc1
→ 34	-1	-1	11	-2	-4	-27	9	0.5	18	-2
S=C1CCSc2ccc(Cl)cc2N1
→ -3	6	15	6	-4	-1	-8	13	-1.4	8	·
COc1ccc(CNC(=O)CSc2nnc(C(F)(F)F)n2C)cc1
→ 5	-2	6	-1	-6	4	-16	12	-1.4	5	-1
NC(=O)Nc1ccc(C(=O)OCC(=O)N2CCc3ccccc3C2)cc1
→ -19	-5	6	-4	-2	-7	-14	-13	0.7	2	1
Cc1cc(C)c(S(=O)(=O)N2CCN(C(=O)N(C)C)CC2)c(C)c1
→ 0	12	4	-3	-4	0	3	15	-0.4	18	2
S=C(Nc1ccc2c(c1)OCCO2)Nc1ccc2c(c1)OCO2
→ -30	-4	-13	·	10	13	-36	-264	-1.4	-209	2
COc1cc(OC)cc(C(=O)Nc2ccccc2C(=O)NCc2cccnc2)c1
→ 15	-1	-1	2	-2	-4	4	4	-0.7	22	4
CNC(=S)N1C2CCC1CC(NC(=O)NC13CC4CC(CC(C4)C1)C3)C2 (stereo not drawn)
→ 8	-9	10	3	-3	7	13	1	1.4	18	-2
CCC1(CC)C(=O)C2=C3C1[C@H](C(=O)OC)C=C(C(=O)OC)C[C@H]3[C@H]1C(=O)NC(=O)[C@H]1[C@H]2C (stereo partly drawn)
→ -18	-1	1	2	-4	-1	-18	12	2.7	-6	1
O=C(COc1ccc(S(=O)(=O)N2CCCC2)cc1)NCCC1=CCCCC1
→ 7	-2	-4	8	-7	-4	1	-5	-1.4	8	-2
O=C(C[n+]1ccccc1)N/N=C/c1ccco1
→ 9	-5	3	-3	-4	5	13	13	-0.3	-4	5
O=c1[nH]c(SCc2ccccc2)nnc1-c1ccccc1
→ -12	19	10	6	-8	0	-52	-37	-0.6	-4	7

Of the compounds above, these have a Cl atom:
Second line of a record – Shn3 3UTR inh	PDI inh	H9c2 protect	MITF TRPM1 inh	CaV13 FRET inh	HTR2A ag	NR2E3 ag-1	HIF-2a inh	hiPSC survival	Peg3 prom inh	NR2E3 ag-2
C[C@@H]1CN([C@H](C)CO)C(=O)Cc2cc(NS(=O)(=O)c3cn(C)cn3)ccc2O[C@H]1CN(C)S(=O)(=O)c1ccc(Cl)cc1
→ -3	7	12	4	-4	3	16	-1	-0.6	-3	·
[O-][n+]1c2c(nn1-c1ccccc1Cl)-c1nonc1CC2
→ -16	-1	0	7	-9	4	5	-1	6.6	14	3
Cc1cnc(C(=O)OC(C(=O)Nc2cc(C(F)(F)F)ccc2Cl)c2ccccc2)cn1 (stereo not drawn)
→ 6	-3	-5	1	-11	0	-5	-20	0.3	1	0
O=C(O)c1cc(S(=O)(=O)N2CCN(C(=O)c3ccco3)CC2)c(Cl)cc1Cl
→ 0	-3	0	·	-3	-6	17	0	0.6	-10	2
NC(=O)c1ccc(-n2nnnc2SCC(=O)Nc2ccc(N3CCOCC3)c(Cl)c2)cc1
→ 20	3	4	7	·	-1	28	12	0.6	-9	0
Cc1c(O)cc2n(c1=O)-c1ccc(Cl)cc1C2(C)C
→ 12	3	1	7	-4	-1	-9	4	2.4	11	4
S=C1CCSc2ccc(Cl)cc2N1
→ -3	6	15	6	-4	-1	-8	13	-1.4	8	·

More compounds:
Second line of a record – Shn3 3UTR inh	PDI inh	H9c2 protect	MITF TRPM1 inh	CaV13 FRET inh	HTR2A ag	NR2E3 ag-1	HIF-2a inh	hiPSC survival	Peg3 prom inh	NR2E3 ag-2
CC(Sc1nnc(C2CC2)n1C1CC1)C(=O)N(C)Cc1cccc(F)c1 (stereo not drawn)
→ -1	-5	6	-2	-4	-4	3	11	0.0	-4	3
COc1ccc(-c2ccc(-c3noc(-c4ccco4)n3)c(OC)n2)cc1
→ 2	2	-7	-58	-9	5	-122	-120	7.6	-163	6
CC1CN(S(=O)(=O)c2ccc(C(=O)OCc3ccc(C#N)cc3)cc2)CC(C)O1 (stereo not drawn)
→ -4	-7	-8	5	-6	-5	-25	-3	-0.4	0	2
COc1ccc(C2C3=C(CC(C)(C)CC3=O)Oc3ncn(Cc4ccco4)c(=N)c32)cc1 (stereo not drawn)
→ 2	-7	10	11	-5	-2	-1	9	-0.7	12	0
CC(=O)Nc1ccc(S(=O)(=O)N=S(C)C)cc1
→ -27	0	-2	-9	-1	1	1	17	-1.7	4	4
O=C(Nc1ccccn1)c1ccc2c(=O)n3c(nc2c1)CCCCC3
→ -24	-3	-15	-12	-5	-4	-81	-55	-0.6	-66	8
O=C(Nc1cccc(Cl)c1)c1nc[nH]c1C(=O)N1CCN(c2ccccc2)CC1
→ -40	-6	-7	-1	-5	0	-11	3	-1.8	23	1
O=C(CC(c1ccccc1)c1ccccc1)OCn1nnc2ccccc2c1=O
→ 14	9	-10	1	-5	0	-11	2	-1.3	3	-2
CN(C)S(=O)(=O)c1ccc(Cl)c(NC(=O)COC(=O)CC(NC(N)=O)c2ccc(Cl)cc2)c1 (stereo not drawn)
→ -5	-1	0	5	-5	-4	-4	6	0.2	9	-4
COCC(=O)Oc1c(S(=O)(=O)c2ccc(C)cc2)c(C)nn1-c1ccccc1
→ -4	7	-1	7	-1	4	10	20	0.5	8	0
O=C(COC(=O)C1=COCCO1)Nc1ccc(OC(F)F)cc1
→ 2	5	-9	8	-7	0	2	-14	-0.1	-2	4
Cc1ccsc1/C=C(/C#N)C(=O)NCc1ccccc1
→ -3	-4	2	-11	-5	0	-8	-76	2.3	-80	-2
Cc1cc(C)c(C)c(S(=O)(=O)N2CCN(C(=O)CCC(=O)N3CCOCC3)CC2)c1C
→ 2	-1	2	8	-17	4	-3	12	-0.4	7	0
Cc1cccc(CCNC(=O)Cc2ccc(NC3=NC4CS(=O)(=O)CC4S3)cc2)c1 (stereo not drawn)
→ 0	·	1	·	-6	0	-43	10	0.8	3	1
COC(=O)CNC(=O)c1cccc(F)c1
→ 8	-1	-1	10	·	1	-1	-4	3.3	4	2
CC1Cc2nc(SCC(=O)Nc3ccccc3F)n(C)c(=O)c2S1 (stereo not drawn)
→ 10	13	-9	-11	-2	1	-11	11	-1.7	18	1
O=C(N/N=C/c1cnc(N2CCCCC2)s1)c1ccc(Cl)cc1
→ 19	-2	17	-9	-4	-11	-1	-3	-0.9	9	0
Cn1c(=O)[nH]c(=O)c2c1nc(N1CCNCC1)n2Cc1ccccc1Cl
→ -3	3	1	0	-3	-4	3	17	-0.4	5	-1
Cc1ccc(S(=O)(=O)Nc2ccc(Cl)cc2C(=O)c2ccc(F)cc2)cc1
→ 7	-18	-1	-2	-4	0	-15	12	3.0	11	-2
COc1ccc(Cl)cc1NC(=O)CN(C)Cc1ccc(OC)c(OC)c1
→ 41	1	-6	8	-2	-4	6	19	-0.4	23	-2
